# Pf Dd2 inh: qHTS Primary assay for Inhibitors of Plasmodium falciparum Dd2 growth in vitro; 4.3% of 120,000 active; AID 1347417, 2020; P. falciparum Dd2 growth, SYBR Green, 72 h; Potency, µM (doses to about 28.9 µM), for the others: at the highest dose activity, negative = inhibition, hits mostly inhibitors; active = well fitted inhibition curve with a large enough effect; inconclusive = small, poorly fitted or top-dose-only effect; inactive = no such curve, though single readings can be large or run the other way;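 note: plate controls were DMSO vehicle for no effect and reference drug for full effect; nearly all actives have a fitted effect of over 65% in size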
#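 Infected erythrocytes (Dd2, 0.3% parasitemia, 2.5% hematocrit final) are added to compound in RPMI-1640/Albumax II medium, grown 72 h at 37C in low oxygen, then lysed with saponin/Triton-X containing SYBR Green and read by fluorescence.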
# * = called active by the depositor; i = inactive; ? = inconclusive; [ ] = dose if it differs, or a comment. Potency is the fitted concentration of half-maximal effect. The list is partial; the hit share may differ from the screen's.
Structure | Pf Dd2 inh
CN(C)c1cccc(-c2cc(-c3cn[nH]c3)c3cncn3c2)c1 | ?
CC(C)CN(c1ccccc1)S(=O)(=O)c1nnc(NC(=O)c2ccco2)s1 | -23%
COc1ccc(-c2cc([C@H]3CN4CC[C@H]3C[C@@H]4CNS(=O)(=O)c3ccc(C)cc3)n(C)n2)cc1OC | ?
COC(=O)CNC(=O)N1CCOc2ccc(CN3CCc4ccccc4C3)cc2C1 | ?
Cc1ccc(C)c(-c2cc3c(=O)n(CCNC(=O)c4ccc5c(c4)OCO5)ccn3n2)c1 | i
O=S(=O)(c1ccc(Cl)cc1)c1nc(-c2cccc(Br)c2)oc1NCc1ccccc1 | ?
CN1[C@H]2CC[C@@H]1CN(C(=O)c1cccc(CCC(C)(C)O)c1)CC2 | -7%
CCCCCCNC(=O)c1c[nH]c2ccc(S(=O)(=O)N(C)c3ccc(C(C)C)cc3)cc2c1=O | i
O=C(NC1CCCCCCC1)C1CCN(C(=O)c2ncn3c2COC(c2ccccc2)C3)CC1 (stereo not given) | i
OCC1(CCCc2ccccc2)CCNCC1 | 7%
COC(=O)CCCNC(=O)[C@@]1(O)C[C@@H](O)[C@H](O)[C@@H](NC(=O)Nc2ccc(C)cc2)C1 | -7%[44.1 µM]
Cn1c(=O)c2c(nc(N3CCOCC3)n2Cc2ccccc2)n(C)c1=O | -16%
CC1=NOC2(CCN(C(=O)c3ccc4c(c3)OCO4)CC2)C1 | -15%[44.1 µM]
COc1ccc(NC(=O)CCS(=O)(=O)c2ccc3nc(C)sc3c2)cc1Cl | -2%
COc1ccc(NC(=O)CSc2nc(-c3ccc(OC)c(OC)c3)[nH]c2-c2ccc(C)cc2)cc1 | ?
COC(=O)C1=C(C)N=C2SC=C(CC(=O)NCc3cccc(F)c3)N2C1c1ccccc1Cl (stereo not given) | ?
Cc1ccc(CNC(=O)c2ccc(N3CC4CC(C3)[C@H]3CCCC(=O)N3C4)nc2)cc1 (stereo not given in full) | -17%
COc1cc(NC(=O)c2nc3ccccc3n(C)c2=O)cc(OC)c1OC | 2%
CN1CCC(OC2CCN(C(=O)c3ccc(Cl)s3)CC2)CC1 | -24%
Cc1cc(C)c(Nc2ncnc3c2cnn3C)c(C)c1 | 26%
O=C(c1ccc(Cl)nc1)N1CCn2c(nn(-c3ccncc3)c2=O)C1 | 25%
CCCn1cnc2c1CN(S(=O)(=O)c1ccc(F)cc1)[C@H](C(=O)OC)C2 | -6%[44.1 µM]
Cc1cccc(C)c1-n1ncc(C(=O)N2CCN(c3ncccn3)CC2)c1C1CCN(C(=O)OC(C)(C)C)CC1 | ?
CCN1C(=O)CN(C(=O)c2cccnc2)CC12CCOCC2 | -11%
COc1ccc(C2CC(=O)N(CC(=O)Nc3cccc(C)c3C)c3ccccc3S2)cc1OC (stereo not given) | ?
O=C(Nc1cc(Cl)cc(Cl)c1)c1ccn2nccc2c1 | 5%[44.1 µM]
Cc1ccc(Cn2ccnc2SCC(=O)Nc2nnc(C)s2)cc1 | 40%[activator][0.594 µM]
O=C(CC1CCCC1)N1CCC(c2nc(C3CCOCC3)no2)CC1 | ?
CSCC(=O)N1C[C@@H]2C[C@H](C1)c1ccc(-c3cccc(C(F)(F)F)c3)c(=O)n1C2 | -26%[44.1 µM]
CCOc1ccc(CNCCCSc2nnnn2C)cc1OC | -13%[0.594 µM]
Cc1noc(-c2ccc(OC(F)(F)F)cc2)c1C(=O)NCCC(c1ccccc1)c1ccccc1 | i
COc1cc(NC(=O)CSc2nc(-c3ccc(C(C)C)cc3)no2)cc(OC)c1 | 0.71µM*
COCc1cc(C[C@@H]2CC[C@H](O)[C@@H](CNC(=O)C(C)(C)C)O2)no1 | 36%[activator][44.1 µM]
Cc1ccc(NC(=O)C(C)Sc2nc(-c3ccccc3)c(C#N)c(=O)[nH]2)c(C)c1 (stereo not given) | 47%[activator][0.594 µM]
CC1CCN(c2ccc(CNC(=O)C3CCCN(S(C)(=O)=O)CCC(=O)NCC3)cc2)CC1 (stereo not given) | i
CCOc1ccc(C2Cn3nnc(-c4nc(-c5ccc(SC)cc5)no4)c3CO2)cc1 (stereo not given) | i
C#CCNC(=O)C[C@@H]1O[C@H](CNC(=O)c2cccc(F)c2)[C@@H](O)[C@H]1O | 1%[44.1 µM]
O=C(Nc1ccccc1)c1cnc2n1CCN(Cc1cccc(O)c1)CC2 | -19%[44.1 µM]
Cc1noc(/C=C/c2ccccc2F)c1S(=O)(=O)N1CCC(C(=O)N2CCOc3ccccc32)CC1 | i
Cc1ccc(C)c(NC(=O)CCc2nc(-c3ccc(C(C)(C)C)cc3)no2)c1 | 0%
CC(C)c1noc(C2CCCN2C(=O)c2cc(-c3cccs3)n(C)n2)n1 (stereo not given) | 15%
CCC(=O)Nc1cc(-c2cccc(C)c2)nn1-c1ccccc1 | 19%
COc1ccccc1CNC(=O)Nc1ccc2c(c1)N(C)C(=O)c1ccccc1S2 | ?
O=C(O)c1ccc(Nc2nc3ccccc3n3cnnc23)cc1 | 52%[activator]
COC(=O)c1c(N)n(-c2ccc(OC)c(OC)c2)c2nc3ccccc3nc12 | ?
CC1CCN(S(=O)(=O)c2ccc3c(c2)c(=O)c(C(=O)NC(C)c2ccccc2)cn3C)CC1 (stereo not given) | ?
COc1cc(NC(=O)c2ccc3c(c2)N(C)C2CCCCCN2C3=O)cc(OC)c1OC (stereo not given) | -3%
O=C(C1CCCC1)N1CCCCCC1c1nc(-c2ccncc2)no1 (stereo not given) | -5%
CCOC(=O)c1ccc(NC(=O)CSc2nccn2-c2ccc(OCC)cc2)cc1 | ?
COCCNc1nc(N)nc2c1CCN(C(=O)c1cscn1)CC2 | -1%
O=C1c2[nH]nc(-c3ccccc3O)c2C(c2cccc(Br)c2)N1Cc1ccncc1 (stereo not given) | -4%
COc1ccc(N2CC(C(=O)N3CCOCC3)NC2=O)cc1 (stereo not given) | 17%[44.1 µM]
CC(C)NC(=O)Nc1ccc([C@H]2OCC(=O)N(CC(=O)N(C)C)[C@@H]2CO)cc1 | 30%[44.1 µM]
CCOc1ccc(NC(=O)Cn2c(-c3cccc(Cl)c3)nc(C)c(CCO)c2=O)cc1 | ?
Cc1ccc(S(=O)(=O)Nc2cc3c(cc2C)n(C)c(=O)c(=O)n3C)c(C)c1 | ?
CN(C)CCN1C(=O)CC[C@]2(C(=O)NCc3cc(F)cc(F)c3)CCCC[C@@H]12 | ?
CCC(C(=O)N(C)Cc1ccc(OC)c2ncccc12)n1cccn1 (stereo not given) | -10%
CC(C)c1cccc(NC(=O)CN2C(=O)NC3(CCOCC3)C2=O)c1 | -9%
c1ccc(Oc2ccccc2-c2cc3c(cn2)CN(Cc2ccncc2)CCN3)cc1 | 8.9µM*
COc1ccc(-n2nc(C3CCN(C(=O)Nc4ccccc4)CC3)[nH]c2=O)cc1 | -14%

# Retrieved one by one from above:
Structure | Pf Dd2 inh
COc1ccccc1CNC(=O)Nc1ccc2c(c1)N(C)C(=O)c1ccccc1S2 | ?
Cc1ccc(CNC(=O)c2ccc(N3CC4CC(C3)[C@H]3CCCC(=O)N3C4)nc2)cc1 (stereo not given in full) | -17%

# By substructure: the compounds so far containing an NH in an aromatic ring
Structure | Pf Dd2 inh
CN(C)c1cccc(-c2cc(-c3cn[nH]c3)c3cncn3c2)c1 | ?
CCCCCCNC(=O)c1c[nH]c2ccc(S(=O)(=O)N(C)c3ccc(C(C)C)cc3)cc2c1=O | i
COc1ccc(NC(=O)CSc2nc(-c3ccc(OC)c(OC)c3)[nH]c2-c2ccc(C)cc2)cc1 | ?
Cc1ccc(NC(=O)C(C)Sc2nc(-c3ccccc3)c(C#N)c(=O)[nH]2)c(C)c1 (stereo not given) | 47%[activator][0.594 µM]
O=C1c2[nH]nc(-c3ccccc3O)c2C(c2cccc(Br)c2)N1Cc1ccncc1 (stereo not given) | -4%
COc1ccc(-n2nc(C3CCN(C(=O)Nc4ccccc4)CC3)[nH]c2=O)cc1 | -14%

# Following part
Compound	Pf Dd2 inh
CCOC(=O)c1[nH]c(C)c(C(=O)NCc2ccc(F)cc2)c1C	112%[activator]
O=C(NCc1ccc(F)cc1)c1nc(-c2cccc(C(F)(F)F)c2)c2cnccn12	2.5µM*
O=C(Nc1cccc(C(F)(F)F)c1)O[C@@H]1CO[C@H]2[C@@H]1OC[C@@H]2Nc1nccc(-c2ccc3c(c2)OCO3)n1	?
COc1ccccc1-c1ccc2ncc(Nc3cccc(O)c3)n2n1	13µM*
Cc1ccc(C#N)c(N2CC[C@@]3(O)CCN(S(=O)(=O)N(C)C)C[C@H]3C2)n1	-16%
CCCCNC(=O)N1C[C@H]2OC(=O)N(Cc3ccc(OC)c(OC)c3)[C@H]2C1	-6%
O=C(O)CCc1nc(C2CCOCC2)n[nH]1	-17%
CCOc1ccc(NC(=O)CSc2nc3nc(C)c(Cc4ccccc4)c(C)n3n2)cc1	?
O=C(Nc1cc(-c2nc3cc(Cl)ccc3o2)ccc1Cl)c1cc([N+](=O)[O-])ccc1N1CCOCC1	6%
CNC(=O)C1(N2CCC[C@H]2C(=O)N2CCC(C)CC2)COC1	-6%[44.1 µM]
CCC(C(=O)NC1CCN(c2cn[nH]c(=O)c2)CC1)c1ccccc1 (stereo not given)	5%
COc1ccc(CN2C(=O)N(c3ccc(F)cc3)C(=O)C2CC(=O)Nc2ccccc2)cc1 (stereo not given)	119%[activator]
CN1CC(=O)N(c2ccc(Cl)cc2)Cc2c1ncnc2N1CCC(Cc2ccccc2)CC1	13µM*
COc1ccc(C)cc1NC(=O)c1cc(S(=O)(=O)N2CCC(C)CC2)cn1C	-25%
CC(=O)c1ccc(NC(=O)N[C@H]2C[C@@](O)(C(=O)N[C@H](CC(C)C)C(N)=O)C[C@@H](O)[C@@H]2O)cc1	4%
Cc1ccc(NC(=O)Cn2cc(C(=O)c3ccco3)c3ccccc32)cc1C	8.9µM*
Cc1cc(C)c(NC(=O)Cn2ccn3nc4c(c3c2=O)CCCC4)c(C)c1	22%
COc1ccc2cc(-c3nnc(Nc4ccccc4)s3)c(=O)oc2c1	38%[activator]
O=C(c1ccccc1Cl)N1CCc2nc(C3CC3)nc(-c3ccc(O)cc3)c2CC1	?
Cc1c(CC(=O)NCC(F)(F)F)c2c(n1Cc1ccccc1F)CCCC2=O	i
CCn1ncc(CN2C[C@@H](CO)[C@H](NC(=O)c3ccccc3)C2)c1C	?
O=C(Nc1ccc(Cl)c(C(F)(F)F)c1)c1ccc2c(c1)CCN2S(=O)(=O)c1ccccc1	8.9µM*
COCCn1ncc(N2CCC(NC(=O)COC)CC2)cc1=O	16%
Cc1ccc(O)c(NC(=O)CCS(=O)(=O)c2nc(-c3cccs3)cc(C(F)(F)F)n2)c1	?
COc1ccc2c(c1)CCc1c(C(=O)Nc3c(C)nn(Cc4ccccc4)c3C)noc1-2	?
O=C(CCn1cncn1)N(CC1CCN(Cc2ccccc2F)CC1)CC1CCCO1 (stereo not given)	-11%
COc1ccc(OC)c(CNC(=O)CN2N=C(c3ccc(Cl)cc3)CCC2=O)c1	12%
COc1ccc(OCc2nc(C)c(CCO)c(=O)n2CC(=O)Nc2cc(OC)cc(OC)c2)cc1	i
CCOC(=O)C1CCN(c2ncnc3c2nc2n3CCCCC2)CC1	7%
O=C1CCN(Cc2cccnc2)CCCC(C(=O)NC2CCN(Cc3ccccc3)CC2)CCN1 (stereo not given)	15%
CCN1C2CCC1CN(C(=O)c1ccncc1)C2	?
COc1ccc(C)cc1NC(=O)c1ccc(NS(=O)(=O)c2c(C)noc2C)cc1	-21%
COc1ccc(-c2noc(-c3cccn3CC(=O)N3CCC(C)CC3)n2)cc1F	?
Cc1ccsc1C(=O)NC1CCCN(c2cc(-c3ccc(F)cc3)[nH]n2)C1 (stereo not given)	i
CC1CCCN(c2nc(-c3ccccc3O)nc3ccccc23)C1 (stereo not given)	6%
CC1CCN(C(=O)C[C@@H]2c3nc(NC(=O)C(C)(C)C)sc3C[C@@H]3[C@](C)(CO)[C@H](O)CC[C@]32C)CC1	i
O=c1c2ccccc2n2c(-c3cccc(F)c3)nnc2n1Cc1ccccc1	i
COc1ccc(-c2cc(C(=O)NC3CC3)c3c(C)nn(-c4ccccc4)c3n2)cc1	?
COc1ccccc1CC(=O)N[C@@H]1c2ccccc2C2(CCNCC2)[C@H]1OC	8%
COCCN1C(=O)c2ccccc2C(C(=O)N2CCN(c3ccccc3)CC2)C12CCCC2 (stereo not given)	?
C[C@@H](NS(=O)(=O)c1ccccc1)c1onc(-c2cccnc2)c1C(=O)O	16%[44.1 µM]
Cc1cnc(-c2ccccc2)n1C1CCCNC1 (stereo not given)	6.3µM*
Cc1cc(=O)n(CC(=O)Nc2cc(Cl)ccc2C)c(N2CCN(c3ccccc3)CC2)n1	i
COc1ccc(CN2CC[C@H]3COC(=O)N3c3ccc(OC)cc3C2)cc1	-20%[44.1 µM]
O=C(Cc1ccc(F)cc1)N1CCC(c2nc3c(nnn3Cc3ccc(Cl)cc3)c(=O)[nH]2)CC1	14µM*
CN(Cc1ccno1)C(=O)c1cccc(CC2CCNCC2)c1	-1%
CCc1nn2c(=O)cc(COC(=O)c3cccc(NC(=O)COc4ccccc4F)c3)nc2s1	i
O=C(C1CC1)N1CC[C@](O)(c2ccccc2)[C@H](N2CCCC2)C1	i[5.79 µM]
O=C(NC1CCCC1)c1ccc(CSc2nc3cccnc3n2Cc2ccccc2F)cc1	?
COc1ccc(C(=O)N2CCC3(C2)C(=NC2CCCC2)NC(=O)N3c2cccc(OC)c2)cc1 (stereo not given)	?
CCOc1ccc(C2C=C(c3cccc(OC)c3)Nc3nnnn32)cc1 (stereo not given)	i
COC(=O)c1c(NC(=O)COc2ccc(C(C)C)cc2)sc2c1CCCC2	40%[activator]
O=C1CCC(CNC(=O)c2nc(-c3ccccc3)cc3[nH]ccc23)N1 (stereo not given)	3%[44.1 µM]
CCOC(=O)c1c(C)[nH]c(CCC(=O)NC(C)c2ccccc2)c1C (stereo not given)	21%
CC[C@H]1CN(S(=O)(=O)c2ccc(OC)cc2)CC[C@H]1CC(=O)NCc1cccnc1	i

# Bioassay records deposited in PubChem by National Center for Advancing Translational Sciences (NCATS).
